# Nrf2 activator: Nrf2 pathway activation. AREc32 ARE-luciferase reporter (MCF7-derived line), luminescence, 24 h. Potency, µM (doses to about 46.1 µM), without a hit: at the highest dose activation, most hits filed as activators. 410,000 compounds, 0.31% hits. AID 624171; further: potency means the concentration at half of the fitted maximal effect; % of control where 0% means no effect; nearly all actives have a fitted effect of over 65% in size
#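 AREc32 cells carrying an ARE-driven firefly luciferase reporter were seeded at 1000 cells/well in OPTI-MEM with 5% FBS, then exposed to compound for 24 hr at 37 deg C. Luminescence was read with Steady-Glo after 30 min at RT.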
# A549 tox: counter-screen for Nrf2 inhibitors: cytotoxicity in A549 cells; A549 ARE-Fluc cells, CellTiter-Fluor viability, 18-24 h; Potency, µM (highest dose often 46 µM), for the others: at the highest dose activity change, negative = cytotoxicity, most hits filed as inhibitors; 390,000 compounds, 0.16% hits; further: potency means the concentration at half of the fitted maximal effect; on the % scale 0 is the no-effect control and ±100 the full control effect
#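 A549 ARE-Fluc cells in 5% FBS OPTI-MEM, 5000 cells/well, rested 2 h then exposed to compounds in concentration-response for 18-24 h at 37 °C. Viability by CellTiter-Fluor fluorescence (Ex 405/Em 525) after 30 min; luciferase luminescence (BugLite, 15 min, RT) read afterwards.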
# TGFb SMAD3 inh: inhibitors of TGF-b signaling; HepG2 CAGA-GFP TGF-b/SMAD3 reporter, GFP fluorescence, 18 h; TGF-beta stimulated, 500 pg/mL final; Potency, µM (titrated, usually from 46.1 µM), for inactives: at the top dose activity, negative = inhibition, actives largely listed as inhibitors; 410,000 compounds, 1.2% hits; AID 588855; further: potency means the concentration at half of the fitted maximal effect; on the % scale 0 is the no-effect control and ±100 the full control effect; nearly all actives have a fitted effect of over 65% in size
#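 Using HEPG2 CAGA-GFP reporter cells at 1000 cells/well, we pinned test compounds, stimulated with recombinant TGF-beta (500 pg/mL final) and measured total well GFP after 18 h.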
# MCF10A rerep: DNA re-replication induction in MCF 10a cells. MCF 10A DNA re-replication, Hoechst nuclear intensity, 48 h. Potency, µM (doses to about 46.1 µM), without a hit: top-dose activity, positive = re-replication, usual class: activators. 350,000 compounds, 2.9% hits. AID 624296; further: potency means the concentration at half of the fitted maximal effect; % of control where 0% means no effect; nearly all actives have a fitted effect of over 50% in size
# S2 tox: reduces viability in counter-screen for ATXN expression inhibitors. S2 cells (HEK-293 line with an ATXN2-luciferase reporter) viability, CellTiter-Fluor protease fluorescence, 24 h. Potency, µM (titrated, usually from 56.7 µM), actives largely listed as cytotoxic. 400,000 compounds, 0.49% hits; further: potency means the concentration at half of the fitted maximal effect; nearly all actives have a fitted effect of over 40% in size
# HepG2 tox: counter-screen for TGF-b inhibitors: cytotoxicity in HepG2 cells; HepG2 CAGA-GFP viability, ATP luminescence, 18 h; Potency, µM (series often up to 46.1 µM), for inactives: at the highest dose activity change, negative = cytotoxicity, actives largely listed as cytotoxic; 410,000 compounds, 0.76% hits; further: potency means the concentration at half of the fitted maximal effect; some results filed as inactive show a strong effect at the top dose
#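 CellTiter-Glo luminescence gave cytotoxicity after 18 hours at 37 degrees C. The cells were HepG2 CAGA-GFP in 1% FBS DMEM, stimulated with 500 pg/mL TGF-beta after compound addition. %Activity was normalised to no-cell wells (complete cell-killing) and DMSO (no toxicity), and curves were fitted and classified.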
# ATXN2 expr inh: reduces ATXN2 reporter expression in HEK-293 cells | HEK-293 ATXN2-luciferase reporter, luminescence, 24 h | Potency, µM (titrated, usually from 57 µM), for inactives: at the highest dose activity change, negative = inhibition, usual class: inhibitors | 360,000 compounds, 0.72% hits; further: potency means the concentration at half of the fitted maximal effect; on the % scale 0 is the no-effect control and ±100 the full control effect; nearly all actives have a fitted effect of over 55% in size
#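 qHTS (up to 57 uM final) was run with 24 h compound exposure of reporter cells at 37 °C. Each well was multiplexed: SteadyGlo luminescence measured ATXN2-luciferase expression after a fluorogenic Gly-Phe-AFC viability readout (25 uM final).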
# IL1B secr inh: inflammasome signaling inhibition, IL-1 beta readout; 360,000 compounds, 4.7% hits; activity change, % at 57.5 µM; AID 743279; THP-1 LPS/ATP IL-1B secretion, AlphaLISA, 16 h; stronger effect = lower value; in the data active means activity change below about -50%; inconclusive means mostly about -30% to -49%; further: on the % scale 0 is the no-effect control and ±100 the full control effect
#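 THP-1 cells pretreated 1 hr with compounds (up to 57.5 uM final), then stimulated with LPS (250 ng/mL final) plus ATP (1.25 mM final); secreted IL-1B measured by AlphaLISA after 16 hr, decreased signal indicating inhibition.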
# Nrf2 block: Nrf2 pathway inhibition | 360,000 compounds, 2.1% hits | A549 ARE-Fluc reporter, luciferase luminescence, 18-24 h | Potency, µM (titrated, usually from 46 µM), for inactives: at the top dose activity change, negative = inhibition, usual class: inhibitors; further: potency means the concentration at half of the fitted maximal effect; on the % scale 0 is the no-effect control and ±100 the full control effect; nearly all actives have a fitted effect of over 60% in size
#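 Concentration-response testing used A549 ARE_Fluc cells at 5000 cells/well. Following an 18-24 h compound incubation, viability was read by fluorescence (Ex 405/Em 525) and luciferase output by luminescence.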
# * = called active by the depositor; i = inactive; ? = inconclusive; · = not tested or not shown; [ ] = remark or other dose. Unless noted, the call rests on the fitted dose curve; in most records, active means well fitted curve in the direction sought with a large enough effect; inconclusive means small, poorly fitted or top-dose-only effect, or another doubt; inactive means no such curve, though single readings can be large; an effect the other way counts as inactive or inconclusive. This is a random part of the collection; 8.8% or so of the library scored in one or more.
SMILES,Nrf2 activator,A549 tox,TGFb SMAD3 inh,MCF10A rerep,S2 tox,HepG2 tox,ATXN2 expr inh,IL1B secr inh,Nrf2 block
Cc1ccc(NS(=O)(=O)c2c(C(=O)N3CCOCC3)c(C)n(C)c2C)cc1,-0.4%,1.6%,-1.1%,-0.4%,i,-0.2%,6.8%,15.3,3.1%
O=C(Nc1ccccc1)c1cccc(S(=O)(=O)NCc2ccco2)c1,15.2%,?,-7.9%,5.2%,i,-9.2%,-3.6%,-3.9,16.4µM*
COc1ccc(C)cc1Nc1n[n+](-c2ccccc2)c(-c2ccc(OC)c(OC)c2OC)s1,0.7%,-21.6%,?,-17.3%,?,-22.4%,?,58.6,?
COC(=O)CCn1nnc(-c2cccs2)n1,1.9%,-3.8%,11.9%,i[0.0737 µM],i,4.9%,1.8%,18.2,4.4%
CCCCC1(C)NC(=O)N(CC(=O)Nc2ccc(S(=O)(=O)N3CCOCC3)cc2)C1=O (stereo unspecified),-0.9%,-1.7%,0.3%,1.2%,i,2.8%,-6.6%,-12.1,?
COc1ccc(C2SCC(=O)N2c2c(C)n(C)n(-c3ccccc3)c2=O)cc1 (stereo unspecified),-0.5%,3.8%,33.4%,-0.4%,i,0.6%,-0.7%,-1.5,7.8%
O=C(Nc1cccc2ncccc12)c1ccc([N+](=O)[O-])o1,?,-3.4%,12.6µM*,4.61µM*,i,12.6µM*,21.1%,-93.5*,-3.2%
Cc1ccc(S(=O)(=O)N(CCc2ccccc2)CC(=O)Nc2ccccc2C)cc1,1.0%,-11.0%,-10.1%,·,i,-34.9%,-30.4%,·,·
Nn1c(SCC(=O)N2CCN(S(=O)(=O)c3ccccc3)CC2)nnc1-c1cccs1,0.2%,-8.8%,?,2.0%,i,-16.1%,-10.7%,-5.0,10.4%
Cc1ccc(-n2nc(C)c3c(C(=O)Nc4ccc(Br)c(C)c4)cc(C)nc32)cc1,-0.4%,7.4%,10.7%,·,i,4.3%,3.9%,·,?
Cn1c(COc2ccccc2Br)nc2ccccc21,27.3%,2.1%,?,8.0%,?,-57.6%,·,3.2,?
O=C1C=C(c2ccc(Cl)cc2)OC2(CCCC2)O1,-0.6%,5.9%,0.4%,1.7%,i,10.1%,4.2%,-4.9,?
CN(C)CCCN1C(=O)c2cccc3cccc(c23)C1=O,21.8%,-13.6%,-29.0%,-4.5%,i,0.6%,?,-89.3*,?
Cc1coc2c1c(C)cc1oc(=O)c(CC(=O)NCCCCCC(=O)O)c(C)c12,-0.4%,-2.0%,-2.0%,2.2%,i,-3.9%,-20.4%,16.3,12.6%
Cc1ccc(NC(=O)CC2Nc3ccccc3NC2=O)cc1C (stereo unspecified),4.0%,5.8%,-17.3%,·,·,-10.6%,14.6%,·,11.4%
CCOC(=O)c1cnn(-c2nc(C)cc(C)n2)c1N,0.7%,9.9%,-27.0%,1.5%,i,-11.5%,-5.2%,-5.6,2.5%
Cc1ccc(N(CC(=O)NCc2cccnc2)S(C)(=O)=O)cc1C,-0.1%,8.8%,8.9%,-0.5%,i,-1.3%,4.5%,27.8,8.0%
COc1cccc(OC2(C)CCN(Cc3cccn3-c3nccs3)C2)c1 (stereo unspecified),6.2%,·,?,·,?,-45.1%,-19.9%,9.3,·
Cc1cccc(NC(=O)c2cc(Cl)nc3ccccc23)n1,?,-3.3%,?,?,·,-20.5%,-7.8%,·,-1.9%
O=C1C=C(c2ccccc2)CO1,-0.8%,-5.2%,-27.0%,-2.0%,i,0.3%,-8.2%,18.1,4.1%
Cc1cccc(C(=O)NNC(=O)CCC(=O)Nc2cccc(Cl)c2C)c1,0.3%[9.22 µM],1.2%,-6.9%,-2.2%,i,-8.6%,0.2%,0.0,10.3%
CCOC(=O)C1(Cc2cccc(Cl)c2)CCCN(C(=O)c2ccc(C)nc2)C1 (stereo unspecified),-0.9%,-2.5%,-18.5%,1.8%,?,0.3%,-8.7%,0.0,-11.7%
Cc1ccc(/C=C/C(=O)N2CCC(c3nc4ccccc4o3)CC2)cc1,4.0%,-14.8%,0.0%,·,·,-16.7%,·,·,?
COCc1ccc(CN2CCCC(CO)(Cc3cccc(OC)c3)C2)o1 (stereo unspecified),0.3%,-5.2%,-17.4%,?,i,-1.6%,·,-16.0,4.0%
O=C(c1cnn2c(C(F)F)cc(-c3ccccc3)nc12)N1CCCc2ccccc21,0.0%,2.2%,0.9%,3.3%,i,-2.2%,-5.7%,3.6,6.2%
CCCC(=O)Nc1ccc(C(=O)NNC(=O)c2ccco2)cc1,-0.6%,-2.0%,3.6%,-21.8%,i,-23.7%,-1.7%,7.9,·
CC1CCCC(NC(=O)C2CCC(CNc3c(N4CCCC4)c(=O)c3=O)CC2)C1C (stereo unspecified),0.3%,10.3%,-1.0%,-3.5%,i,0.3%,·,-0.9,7.3%
C#CCOCCOCCOCCNc1nc(N2CCN(C(=O)[C@H](CCC(=O)O)n3cc(C(N)[C@H](C)CC)nn3)CC2)nc(N2CCN(C(=O)[C@H](Cc3ccc(O)cc3)n3cc(C(N)[C@H](C)CC)nn3)CC2)n1 (stereo partly specified),0.3%,3.0%,17.1%,?,i,15.7%,-3.5%,8.8,-3.4%
Clc1ccc(NCn2cncn2)nc1,-0.4%,-19.7%,7.5%,2.6%,i,11.6%,11.1%,-12.9,·
O=C(NCc1ccccc1Cl)c1ccc2c(c1)N(Cc1ccccc1)C(=O)c1ccccc1S2,-0.4%,12.9%,0.8%,·,·,-20.2%,·,·,·
O=C(O)C(Cc1c[nH]c2ccccc12)NS(=O)(=O)c1ccc(Cl)c(C(F)(F)F)c1 (stereo unspecified),3.5%,0.7%,10.0%,10.0%,i,-0.5%,0.3%,22.1,-0.1%
Cc1nn(Cc2cccc(F)c2)c(C)c1NC(=O)c1c(Cl)cnn1C,0.4%,1.0%,-17.1%,-7.1%,i,-10.0%,3.8%,-7.2,-8.4%
CCCCN1CNC(=S)N(c2cc(C)ccc2C)C1,-0.4%,-6.4%,-12.4%,11.9%,i,-1.3%,2.6%,-6.1,6.2%
CCc1ccccc1Nc1nc(N)nc(COC(=O)c2cccn2C)n1,-0.2%,-13.8%,4.9%,?,i,-33.1%,49.2%[activator],-3.3,·
COc1cc(/C=C/C(=O)O)cc(S(=O)(=O)Nc2cc(Cl)c(Cl)cc2Cl)c1OC,-0.1%,1.1%,0.7%,-0.3%,i,31.6%,-6.6%,12.4,3.5%
CN(Cc1ccccc1)C(=O)COc1ccc2ccccc2c1,5.1%,1.1%,-10.4%,7.8%,i,-6.6%,·,0.0,?
CCCS(=O)(=O)c1nc(S(=O)(=O)c2ccc(C)cc2)c(N(C)Cc2ccccc2)s1,6.1%,11.5%,?,·,i,-6.9%,-6.4%,·,-19.3%
CCOC(=O)c1cc(-c2ccc(OC)cc2)n(CCC(=O)NCCN2CCC(C)CC2)c1C,-0.6%,8.3%,-28.7%,-0.9%,i,-44.7%,·,?,6.0%
O=C(Nc1sc2c(c1C(=O)NCc1ccco1)CCCC2)c1cc(=O)c2cc(Cl)ccc2o1,-0.4%,-5.0%,20.2%,·,i,-16.2%,8.2%,·,8.4%
COc1ccc(C(CNC(=O)COc2ccc(Cl)cc2C)N2CCCCC2)cc1 (stereo unspecified),-0.5%,6.0%,2.2%,0.0%,i,1.6%,-5.2%,30.7,0.9%
COc1cc(CCC(=O)OCC(=O)NCC2CCCCC2)cc(OC)c1OC,0.1%,-4.6%,-0.1%,-0.1%,i,-24.1%,-1.8%,-2.4,-1.7%
O=C(CN1C(=O)c2ccccc2C1=O)Nc1cccnc1,-0.2%,2.0%,?,-2.3%,i,-0.5%,1.6%,25.5,6.4%
Cc1cccn2c(CNC3CCCc4ccccc43)c(C(=O)N3CCOCC3)nc12 (stereo unspecified),1.6%,-13.5%,4.4%,1.9%,i,-3.6%,-4.7%,29.4,?
COc1ccc(NC(=O)c2cc3n(n2)C(C(F)(F)F)CC(c2ccc(OC)cc2)N3)cc1 (stereo unspecified),-1.0%,16.8%,6.9%,1.5%,i,-29.3%,-32.6%,-12.6,·
COc1ccc(S(=O)(=O)N2CCOC2CNC(=O)C(=O)NCCN2CCOCC2)cc1 (stereo unspecified),-0.9%,-0.5%,1.2%,-0.8%,i,-6.2%,2.9%,-2.3,7.7%
Cc1oc(-c2cccc(Cl)c2)[n+]([O-])c1C,-0.1%,0.8%,-6.8%,-7.6%,i,-10.4%,-1.7%,8.5,5.2%
Cc1ccc(CCNC(=O)C2CCC(=O)N2C(C)C)cc1 (stereo unspecified),-0.6%,0.0%[1.84 µM],-7.2%,2.6%,i,-13.7%,2.0%,-0.7,-7.2%
CN1CCC(OC(=O)c2cccc(Cl)c2)CC1,-0.5%,0.2%,0.0%,-10.8%,i,-1.7%,-16.1%,-5.0,0.1%
Cc1ccc(C)c(OCc2cc(C(=O)N3CC[C@H](O)C3)no2)c1,2.0%,-0.2%,1.0%,5.7%,i,-0.4%,77.8%[activator],-2.5,?

# Entries shown so far with a CF3 group:
SMILES,Nrf2 activator,A549 tox,TGFb SMAD3 inh,MCF10A rerep,S2 tox,HepG2 tox,ATXN2 expr inh,IL1B secr inh,Nrf2 block
O=C(O)C(Cc1c[nH]c2ccccc12)NS(=O)(=O)c1ccc(Cl)c(C(F)(F)F)c1 (stereo unspecified),3.5%,0.7%,10.0%,10.0%,i,-0.5%,0.3%,22.1,-0.1%
COc1ccc(NC(=O)c2cc3n(n2)C(C(F)(F)F)CC(c2ccc(OC)cc2)N3)cc1 (stereo unspecified),-1.0%,16.8%,6.9%,1.5%,i,-29.3%,-32.6%,-12.6,·

# Screening data: PubChem, National Center for Advancing Translational Sciences (NCATS)
